Source: PubChem
NCOA3 inh: inhibits human SRC3 coactivator; HEK293 GAL4-SRC3 luciferase reporter, luminescence; inhibition, % at 3.6 µM; 360,000 tested, 0.17% active; AID 588352;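 active means inhibition above a per-campaign cutoff, the mean of all compounds plus 3 SD, cut at about 60% in these data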;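 further: 0% = DMSO-treated cells and 100% = gossypol-treated cells at 36 µM; higher means less SRC3-driven luciferase light from the GAL4 reporter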
Target sequence (Q9Y6Q9 whole entry, looked up, the tested form may be a part): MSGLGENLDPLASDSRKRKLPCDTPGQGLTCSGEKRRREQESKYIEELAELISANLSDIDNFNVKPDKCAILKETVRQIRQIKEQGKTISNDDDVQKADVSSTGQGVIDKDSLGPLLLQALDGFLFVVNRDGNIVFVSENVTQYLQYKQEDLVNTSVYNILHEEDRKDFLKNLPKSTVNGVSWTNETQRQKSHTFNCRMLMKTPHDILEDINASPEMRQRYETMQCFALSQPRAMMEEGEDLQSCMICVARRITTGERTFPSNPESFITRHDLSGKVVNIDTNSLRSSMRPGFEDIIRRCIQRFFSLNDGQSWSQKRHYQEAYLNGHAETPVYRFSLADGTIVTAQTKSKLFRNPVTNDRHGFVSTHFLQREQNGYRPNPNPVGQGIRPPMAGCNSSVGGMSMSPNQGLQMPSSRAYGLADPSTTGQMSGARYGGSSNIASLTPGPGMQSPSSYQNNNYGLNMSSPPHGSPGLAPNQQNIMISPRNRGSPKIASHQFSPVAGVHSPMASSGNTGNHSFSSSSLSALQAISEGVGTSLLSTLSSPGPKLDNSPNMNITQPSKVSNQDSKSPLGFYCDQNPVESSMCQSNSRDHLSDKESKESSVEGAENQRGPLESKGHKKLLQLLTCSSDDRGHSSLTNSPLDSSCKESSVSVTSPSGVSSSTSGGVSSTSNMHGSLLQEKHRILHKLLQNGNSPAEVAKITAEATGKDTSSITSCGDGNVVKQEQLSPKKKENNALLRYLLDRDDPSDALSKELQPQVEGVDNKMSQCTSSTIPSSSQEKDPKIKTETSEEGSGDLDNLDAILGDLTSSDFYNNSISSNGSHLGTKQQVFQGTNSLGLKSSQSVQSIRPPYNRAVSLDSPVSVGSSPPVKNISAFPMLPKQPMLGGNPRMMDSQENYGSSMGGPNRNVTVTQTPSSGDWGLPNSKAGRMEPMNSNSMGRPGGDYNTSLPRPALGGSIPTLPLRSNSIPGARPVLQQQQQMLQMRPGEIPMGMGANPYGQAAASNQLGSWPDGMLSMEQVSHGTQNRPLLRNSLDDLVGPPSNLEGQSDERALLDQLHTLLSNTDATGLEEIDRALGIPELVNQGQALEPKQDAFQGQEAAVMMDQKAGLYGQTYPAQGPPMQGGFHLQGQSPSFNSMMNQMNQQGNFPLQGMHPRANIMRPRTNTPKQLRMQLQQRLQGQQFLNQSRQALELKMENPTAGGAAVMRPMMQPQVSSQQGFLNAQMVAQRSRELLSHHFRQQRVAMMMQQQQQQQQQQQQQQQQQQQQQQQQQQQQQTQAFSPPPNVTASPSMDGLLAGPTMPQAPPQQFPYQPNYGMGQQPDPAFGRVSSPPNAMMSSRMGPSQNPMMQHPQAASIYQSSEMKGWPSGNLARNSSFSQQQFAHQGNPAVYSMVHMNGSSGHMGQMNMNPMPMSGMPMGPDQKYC
KKLEB cytotox: counter-screen for CF NF-kB inhibitors: cytotoxicity; KKLEB CF airway cells viability, ATPlite luminescence, overnight; stronger effect = lower value; cells stimulated with P. aeruginosa culture filtrate; activity change (cytotoxicity), % at 5 µM; 360,000 tested, 0.36% active; AID 602141;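 active means corrected activity change at or below -50% at 5 µM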
COUP-TFII inh: NR2F2 (human) inhibition, primary screen; P24468; HEK293T NGFI-A luciferase reporter, luminescence; inhibition, % at 8.6 µM; 370,000 tested, 0.7% active; AID 686940;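 active means inhibition above a per-plate cutoff, mean inhibition of test wells between control levels plus 3 SD, cut at about 38% in these data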;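 further: cells cotransfected with COUP-TFII expression vector driving the NGFI-A reporter; 0% = median of COUP-TF2 test wells and 100% = reporter-only cells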
Shn3 3UTR inh: reduces Shn3 3'UTR luciferase signal in osteoblasts | Clone20 osteoblast Shn3 3'UTR firefly luciferase, 24 h | inhibition, % at 12.5 µM | 360,000 tested, 0.52% active | AID 588674;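 active means mean inhibition of at least 75% with every replicate also reaching 75%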;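 further: 0% = median of neutral control wells and 100% = pilot-screen positive control compound; some compounds past the cut are filed as inactive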
NR5A2 inv ag: NR5A2 inverse agonism in reporter assay | HEK293T StAR-luciferase reporter, LRH-1 transfected, 24 h | inhibition, % at 3.6 µM | 360,000 tested, 0.13% active;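 active means inhibition above the mean inhibition of all tested compounds plus 3 SD, cut at about 73% in these data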;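 further: 0% = DMSO wells and 100% = reporter-only cells lacking LRH-1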
SRC1 inh: inhibits human SRC1 coactivator; Q15788; 360,000 tested, 0.12% active; HEK293 GAL4-SRC1 luciferase reporter, luminescence; inhibition, % at 3.6 µM;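 active means inhibition above the campaign mean plus 3 SD, with each screening campaign given its own cutoff, cut at about 60% in these data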;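 further: 0% = DMSO treated cells and 100% = gossypol at 36 µM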
TROY NFkB inh: blocks TROY-dependent signaling in reporter cells; Q293 LMP1-TROYcd NF-kB luciferase reporter, 4 h; inhibition, % at 10 µM; 360,000 tested, 0.98% active;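 active means compounds whose plate-normalised and pattern-corrected inhibition of the luciferase reporter signal at the single screening dose is 50% or more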
C8 TRAIL sens: caspase-8 TRAIL sensitization; NB7+C8 cells + TRAIL, ATPlite viability luminescence; inhibition (viability loss, TRAIL sensitization), % at 10 µM; 360,000 tested, 1% active;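 active means compounds causing at least 50% loss of cell viability in the single-dose screen, relative to plate controls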
LMP1 NFkB inh: inhibitors of Epstein-Barr LMP1-induced NF-kappaB reporter | LMP1-induced NF-kappaB luciferase reporter cells, luminescence | inhibition, % at 12.5 µM | 350,000 tested, 0.69% active | AID 504558; in the data active means inhibition above about 41%;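 further: 0% = neutral control wells and 100% = reference inhibitor control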
CF NFkB inh: inhibitors of cystic fibrosis induced NF-kB; inhibition, % at 5 µM; KKLEB NF-kB-GFP reporter, PAF-induced, GFP fluorescence overnight; AID 588850; 360,000 tested, 0.86% active;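 active means at least 50% inhibition at 5 µM, scaled per plate between neutral and stimulator controls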;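 further: PAF is a Pseudomonas aeruginosa culture filtrate used as stimulus; plate controls were PAF-stimulated DMSO wells for no effect and unstimulated DMSO wells for full effect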
TWEAK Fn14 block: TWEAK-Fn14 signaling inhibition; TWEAK-stimulated Fn14 reporter cells, luciferase luminescence, 8 h; inhibition, % at 10 µM; 360,000 tested, 2% active; AID 1159606; in the data active means inhibition above about 50%
Numbers without * were called inactive; · = not tested or not shown. Some of the compounds tested (hit frequency here may not be typical).

SMILES	NCOA3 inh	KKLEB cytotox	COUP-TFII inh	Shn3 3UTR inh	NR5A2 inv ag	SRC1 inh	TROY NFkB inh	C8 TRAIL sens	LMP1 NFkB inh	CF NFkB inh	TWEAK Fn14 block
COc1cc(-c2nnc(COC(=O)CSCC(=O)Nc3cc(C)on3)o2)cc(OC)c1OC	-8	-1	-17	1	-1	-1	-5	1	0	-2	-11
c1ccc(-c2noc(C3CCC3)n2)nc1	-10	-17	-5	-6	-34	-21	-8	7	·	12	1
CCOc1ccc2nc(SCC(=O)Nc3ccc(S(=O)(=O)N4CCCC4)cc3)c(C)cc2c1	21	-10	13	2	6	-13	27	-4	3	5	-3
CCOc1ccccc1C(=O)Nc1ccc(S(=O)(=O)Nc2nccc(C)n2)cc1	-5	0	-6	8	7	-9	-4	-1	-7	11	-2
Cc1cc(C(=O)OCC(=O)NC2CC2)ccc1[N+](=O)[O-]	11	-2	5	8	4	8	-11	-1	-1	-2	-7
COc1ccc(S(=O)(=O)N2CCOCC2)cc1NC(=O)c1ccc(SC)cc1OC	-7	-13	-11	-16	-15	-1	-4	5	-5	-10	-28
Cc1noc(C)c1NC(=O)N(C)C[C@@H]1Oc2ccc(NS(=O)(=O)c3c(C)noc3C)cc2C(=O)N([C@H](C)CO)C[C@H]1C	15	17	-3	-4	0	-10	-9	-10	4	-19	-12
CCN(CC)c1ccc(/C=N/NC(=O)Cc2cccs2)cc1	0	16	-14	-9	-3	-49	-26	-23	-11	-11	-24
O=C1N[C@@H](Cc2ccccc2)COC(=O)[C@H](Cc2ccc(F)cc2)C/C=C\C[C@H]1CC(=O)N(CCO)Cc1ccccc1	9	8	22	15	7	4	10	9	5	-22	31
CCCCCCC1(C)NC(=S)N(c2ccccc2)N1 (stereo not drawn)	12	7	-6	6	1	-15	-13	4	-17	3	-15
O=C(NCCc1ccccc1)C1CCC(Cn2c(=O)c3ccccc3n(Cc3cccnc3)c2=O)CC1 (stereo not drawn)	-6	-16	-7	-10	2	-1	-3	-4	4	0	17
O=C(CCC1CCCCC1)NCCN1C2=NC[C@H](Cc3ccc(O)cc3)N2C[C@H]1Cc1ccc(O)cc1	4	0	8	3	-16	-7	2	9	-2	-29	-14
CC1=CN2C(=N)/C(=C/c3ccc(C)o3)C(=O)N=C2S1	-58	-6	-36	4	-169	-84	16	54*	12	-1	66*
CC1CCC(NC(=O)c2ccc(-n3cncn3)c([N+](=O)[O-])c2)CC1 (stereo not drawn)	-26	4	1	-27	-35	-33	-34	12	-17	5	-25
CN(C)c1ccc2c(c1)OC(N)=C(C#N)C2c1cccc(F)c1 (stereo not drawn)	10	-23	·	19	37	-2	11	-22	-9	-10	12
c1ccc(-c2cn(C[C@H]3CC[C@@H]([C@@H]4CC[C@H](Cn5cc(-c6ccccn6)nn5)O4)O3)nn2)nc1	-15	20	-5	-1	-13	-2	-13	12	-11	-4	-15
Cc1cc(S(=O)(=O)Nc2cccc([N+](=O)[O-])c2)c(C)s1	-2	-9	7	2	-16	19	14	1	1	15	20
O=C(Nc1ccccc1)N1CCC(O)(c2cccc(C(F)(F)F)c2)CC1	6	10	-1	6	-11	-51	8	6	4	2	-4
Cc1ccc(-c2ccc(C(=O)O)[nH]2)cc1	0	4	-14	17	-9	-32	-11	1	-13	3	0
COCCNC(=O)c1cc2cc(Cl)cc(Cl)c2oc1=O	4	0	10	-11	-6	0	-12	1	5	3	-4
CC1(C(=O)NCC2CCCCC2)CCN1C(=O)Cc1ccc(-c2ccccc2)cc1 (stereo not drawn)	-2	-17	20	11	10	4	-5	6	·	19	20
Cc1cc(N)n2nc(-c3ccc(C(C)(C)C)cc3)cc2n1	-136	-8	-52	-6	-110	-126	37	42	-63	-4	48
COc1ccc(N2CCN(CCNS(=O)(=O)c3cccc4nsnc34)CC2)cc1	2	-18	-2	5	-6	-18	-3	-8	-4	-1	13
O=C(Cc1ccc(Cl)cc1)N1CCN(c2ccccc2)CC1	5	3	-5	7	-2	-28	-7	0	-5	10	-1
CNc1nc(C)c(C(C)=O)cc1C#N	14	2	12	4	-21	1	3	-29	-7	15	-24
CCOCCCn1cc(C(=O)c2cc(Br)ccc2O)cc(C#N)c1=O	17	5	7	10	-9	1	-8	-1	2	0	-6
Cc1ccc2c(c1)C(=NC1CCCCC1)c1cc3ccccc3nc1-2	-74	7	-49	-92	-160	-99	-29	64*	-26	-32	45
CCOc1cc(N2CCOCC2)c(OCC)cc1NC(=O)Cc1ccc(OC)c(OC)c1	-4	-26	-1	18	-4	0	-7	-33	8	-8	-19
Cc1cc(Nc2ccccc2)nc(N2CCN(C(=O)c3ccc4c(c3)OCO4)CC2)n1	-4	-5	-2	15	13	-7	-5	14	-4	21	-9
CCN(CC)S(=O)(=O)c1ccc(C)c(NC(=O)COC(=O)[C@@H]2CCCN2C(=O)c2cccs2)c1	1	-11	-26	9	-10	-12	7	-5	-5	8	-15
CCCN(CC(=O)Nc1cc(Cl)ccc1Cl)C(=O)c1ccccc1SCC(=O)N1CCCC1	15	-7	-11	-10	0	-2	-15	9	-1	6	-3
O=C(NC1CCCCC1)C(c1ccccn1)N(C(=O)c1csnn1)C1CCCCC1 (stereo not drawn)	1	-3	9	-6	-4	-12	-5	-11	-5	18	13
CCN1CCN(c2ccc(S(=O)(=O)N3CCCCC3)cc2NC(=O)COc2ccc(Cl)c(C)c2)CC1	1	-5	12	17	-2	1	-11	32	6	15	-3
CCOc1cc(C(=O)N(CC)CC(=O)Nc2c(F)cccc2F)ccc1OCC(=O)N1CCOCC1	3	-8	·	-16	-14	5	-12	-14	5	15	-5
Cc1nc(C(=O)NNC(=O)c2cccc(Cl)c2)c(C(F)(F)F)o1	10	-12	13	·	2	-7	-20	6	-4	-2	-5
CC(=O)NS(=O)(=O)c1ccc(N=c2ssc3c2-c2cc(C)ccc2NC3(C)C)cc1	-2	18	11	26	-16	1	6	12	-1	-6	-18
O=[N+]([O-])c1ccc(S(=O)(=O)N/N=C/c2ccco2)cc1	5	2	8	0	-11	-2	-11	-2	-8	-7	3
Cc1cc(=O)oc2c(C)c(OCC(=O)NCCc3ccc(S(N)(=O)=O)cc3)ccc12	-9	18	18	-12	14	6	-2	-27	-3	-24	-20
CC(=O)N1CCc2cc(S(=O)(=O)CCC(=O)N3CCC(C)CC3)ccc21	-11	7	-13	13	8	4	0	-9	6	-1	-1
COc1cc2c(cc1N)-c1ccc(N)cc1C2	-100	-6	-21	-46	-112	-103	-56	-3	-19	-10	-6
O=C(c1ccco1)N1CCN(C(=O)c2ccco2)CC1	-1	14	-17	3	9	5	-12	-8	·	-35	2
CSc1nnc(Cn2c(=O)sc3ccccc32)n1-c1ccccc1	24	0	-12	16	25	5	8	-14	-8	0	9
Cc1c(NC(=S)NC(=O)CSc2ccc(Cl)cc2)cccc1C(=O)O	0	-9	-9	-10	-6	1	-12	-7	1	10	-7
Cc1ccc(C(=O)C2C(c3ccc(-c4ccccc4[N+](=O)[O-])o3)NC(=O)NC2(O)C(F)(F)F)cc1 (stereo not drawn)	13	-6	-4	-10	-7	-25	18	5	1	13	18
O=C(O)c1ccccc1C(=O)Nc1n[nH]c(=S)s1	4	6	12	-6	23	3	-13	1	-3	-3	6
O=C(NCCOc1ccccc1)c1n[nH]c(=O)c2ccccc12	-20	-6	-27	0	-21	-10	-26	7	0	5	17
CCCN(C)C1CN(Cc2cn(Cc3ccc(C)cc3)nn2)S(=O)(=O)C1 (stereo not drawn)	·	·	-15	·	-2	·	-11	-1	·	·	3
Cc1ccc(Cl)cc1N1CCN(S(=O)(=O)c2c(C)[nH]c(=O)[nH]c2=O)CC1	-2	-7	-20	-7	-2	-1	4	-14	1	0	-6
CN1CCCC(C#CC(O)(c2ccccc2)c2ccccc2)C1 (stereo not drawn)	-3	-5	-12	-15	-9	7	-9	4	-3	5	9
c1ccc(-c2nc(CSc3nnc(-c4cccs4)o3)cs2)cc1	-16	-5	5	1	25	-30	-6	-3	-14	-12	-8
(continued)
SMILES	NCOA3 inh	KKLEB cytotox	COUP-TFII inh	Shn3 3UTR inh	NR5A2 inv ag	SRC1 inh	TROY NFkB inh	C8 TRAIL sens	LMP1 NFkB inh	CF NFkB inh	TWEAK Fn14 block
Cc1ccc(-n2cc(C(=O)c3ccc(F)cc3)nn2)cc1Cl	-38	-3	-37	-49	-91	-87	41	14	-35	1	53*
COc1ccc(C2/C(=C(/O)c3ccc(OC(C)C)cc3)C(=O)C(=O)N2CCCN2CCOCC2)cc1 (stereo not drawn)	9	-6	8	0	-13	1	1	-7	3	21	5
CCCC(CCC)C(=O)NC1CCN(Cc2ccccc2)CC1	13	5	-24	16	-9	-9	-4	2	-12	-1	-6
O=S(=O)(Nc1cccnc1)c1cccc(C(F)(F)F)c1	13	7	-9	13	-14	7	5	-5	2	-17	3
CCN1CCN(Cc2ccc(NC(=O)c3cc(NC(=O)c4nccnc4N)cc(OC)c3)cc2C(F)(F)F)CC1	17	-16	11	-38	0	-2	19	12	1	42	8
CCO[C@@H]1OC(C(=O)N2CCN(Cc3ccc4c(c3)OCO4)CC2)=C[C@H](C2CCCCC2)[C@H]1CCCO	-12	-7	24	10	6	11	15	-5	-8	22	15
COc1ccc(N(C(=O)c2snc(C(N)=O)c2N)C(C(=O)NCC2CCCO2)c2ccc(C)o2)cc1OC (stereo not drawn)	-15	10	-12	2	0	22	3	8	9	-7	-54
Cc1cccc(-n2c(C)cc(/C=N\NC(=O)c3cccs3)c2C)c1	-65	3	8	-2	-17	-50	-27	44	-25	-11	23
NC(=O)c1ccc(NC(=O)COC(=O)C2CC(=O)N(Cc3ccccc3)C2)cc1 (stereo not drawn)	13	-8	-16	-3	14	6	-2	-4	-4	8	-10
COCCNC(=O)c1cn(C)c2ccc(S(=O)(=O)N(C)C3CCCCC3)cc2c1=O	24	-6	10	14	-3	10	-1	21	5	-12	-4
Cc1nc(-c2ccccc2)sc1C1(C)CC(c2cccc([N+](=O)[O-])c2)=NO1 (stereo not drawn)	6	-17	-11	-8	24	-16	-29	1	-1	24	-36
Cn1c(=O)cc(SCC(=O)N2CCN(c3ccccn3)CC2)c2ccccc21	4	-31	-16	10	8	-17	-17	-8	-5	-14	-1
NC(=O)N/N=C/c1cn(-c2ccccc2)nc1-c1ccccc1	-30	-6	-22	-8	-27	-33	-34	20	0	-13	8
CCC(=O)N/N=C/c1ccc(OS(=O)(=O)c2ccccc2)cc1	3	-3	8	12	16	-8	-2	-6	-6	20	-18
O=C(COC(=O)CCc1nc2ccccc2s1)NCc1ccco1	8	-6	23	8	15	16	0	-11	11	-7	1
COc1ccc([C@@H]2CC=C(C(=O)O)CN2S(=O)(=O)c2ccc(C)cc2)cc1OC	-4	6	-9	-10	-8	-3	-5	-22	-5	-18	14
Cc1ccc(C(=O)N/C(=C\c2cn(S(=O)(=O)N(C)C)c3ccccc23)C(=O)N2CCCC2)cc1	0	1	0	-19	0	-5	1	-9	2	-7	1
